Screens (PubChem)
hcGAS inh: Primary biochemical luminescence assay for human cyclic GMP-AMP synthase inhibitors; inhibition, % at 12.5 µM; AID 1259398, 2018; hit rate 0.081% among 290,000; Q8N884; recombinant h-cGAS, ATP depletion, Kinase-Glo luminescence;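 note: 0% = vehicle reaction and 100% = reaction without DNA for no activity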
Target sequence (Q8N884 whole entry, looked up): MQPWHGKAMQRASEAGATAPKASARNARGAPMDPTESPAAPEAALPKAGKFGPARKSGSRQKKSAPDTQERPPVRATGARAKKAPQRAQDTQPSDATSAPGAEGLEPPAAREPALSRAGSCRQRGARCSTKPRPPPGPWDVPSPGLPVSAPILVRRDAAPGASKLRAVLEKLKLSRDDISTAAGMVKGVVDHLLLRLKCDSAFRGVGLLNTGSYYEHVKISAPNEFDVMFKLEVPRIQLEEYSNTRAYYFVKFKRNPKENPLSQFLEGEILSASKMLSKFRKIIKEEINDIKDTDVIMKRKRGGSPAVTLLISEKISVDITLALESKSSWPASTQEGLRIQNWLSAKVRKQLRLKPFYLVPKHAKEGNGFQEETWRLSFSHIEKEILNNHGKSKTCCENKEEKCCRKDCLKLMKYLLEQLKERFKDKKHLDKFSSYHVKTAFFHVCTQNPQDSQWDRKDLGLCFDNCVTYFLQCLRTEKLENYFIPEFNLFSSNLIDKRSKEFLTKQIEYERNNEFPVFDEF
NPYLR7 agonist: agonists of mosquito NPYLR7 receptor, primary screen, cell-based, Aedes aegypti, calcium fluorescence, mosquito biting behavior. activation, % at 10 µM. HEK293T NPYLR7/Galpha15, GCaMP6s calcium fluorescence. AID 1259423, 2018. Aedes aegypti neuropeptide Y-like receptor 7 (NPYLR7). hit rate 0.15% among 270,000; in the data active = activation above about 40%;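 note: 0% = vehicle and 100% = reference agonist at the receptor; some compounds past the cut are filed as inactive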
mcGAS inh: cyclic GMP-AMP synthase inhibitors, mouse, primary biochemical chemiluminescence; Q8C6L5; recombinant cGAS, Kinase-Glo ATP depletion luminescence; inhibition, % at 12.5 µM; hit rate 0.15% among 160,000;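 note: 0% = negative control wells and 100% = reference inhibitor with no enzyme activity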
* hit, by the source's call; / = not tested or not shown; & = joins results of further samples. Cut-off read from the data, not from the text of the source, unless noted: active = inhibition above about 40%; inactive = the rest.

SMILES	hcGAS inh	NPYLR7 agonist	mcGAS inh
C=CCNC(=O)N1CCCn2nc(-c3nc4ccccc4n3C)cc2C1	3	7	-14
CCOC(=O)c1nn(CCc2ccc(OC)cc2)c2c1CN(C(=O)c1cc(C)nc(C)n1)CC2	-26	18	-9
COc1c[nH]c(C(=O)Nc2cccc(C(C)=O)c2)cc1=O	-12	-4	/
CCN(CC)C(=O)c1cn2c(n1)CCC(c1cc(C(F)(F)F)cc(C(F)(F)F)c1)C2 (stereo not drawn)	-9	15	/
N#Cc1ccc(Cl)cc1NC(=O)CN1CCCC1c1ccccc1 (stereo not drawn)	2	-2	/
CCC(O)CN(Cc1ccc(F)cc1)Cc1cccc(OC)c1OC (stereo not drawn)	-12	18	-6
CCOC(=O)C1=C(C)NC2=C(C(=O)CC(c3ccc(Cl)cc3)C2)C1c1ccccc1OC (stereo not drawn)	-5	-8	-5
CCS(=O)(=O)N1CCC(OC)c2ccccc2N(CC(=O)NC)C(=O)C1 (stereo not drawn)	1	3	-5
Cc1nc(CC(=O)NCc2cccnc2Oc2ccccc2C)cs1	-6	0	-17
O=C(CC1CSc2nc3c(c(=O)n21)CCCC3)N1CCOCC1 (stereo not drawn)	-7	0	/
CCc1nnc(NC(=O)C=Cc2cc(OC)cc(OC)c2)s1	-8	20	/
CCNC(=O)C1CN(c2cc(Cl)nc(N)n2)C1	-9	5	/
Cc1ccc2[nH]c(=O)c(C3=NN(C(=O)C(C)C)C(c4ccco4)C3)c(-c3ccccc3)c2c1 (stereo not drawn)	-8	/	-6
O=C(O)C1=C(C(=O)N2CCC3(CC2)CC(=O)c2cc(F)ccc2O3)CCC1	-3	17	-5
C=CCn1c(SCC(=O)Nc2ccc(C)cc2)nc2sc3c(c2c1=O)CCC3	-5	-5	-6
CCCc1cc(CN(C)Cc2nc[nH]c2C)[nH]n1	-10	1	/
CCOC(=O)N1CCCC(C(=O)N2CCN(C)c3nc4ccccc4nc32)C1 (stereo not drawn)	0	15	/
CN1CCN2CCN(C(=O)c3cnon3)CC2C1=O (stereo not drawn)	-4	1	/
Cc1cc(=O)[nH]c(-n2nc(-c3cccs3)cc2NC(=O)c2ccc(F)cc2)n1	-8	-2	/
CCOC(=O)Cc1c(C)nc2ncnn2c1N1CCN(CC2CCCN(C)C2)CC1 (stereo not drawn)	2	/	3

Arranged by molar mass (high to low): six of the compounds above
SMILES	hcGAS inh	NPYLR7 agonist	mcGAS inh
CCOC(=O)Cc1c(C)nc2ncnn2c1N1CCN(CC2CCCN(C)C2)CC1 (stereo not drawn)	2	/	3
C=CCn1c(SCC(=O)Nc2ccc(C)cc2)nc2sc3c(c2c1=O)CCC3	-5	-5	-6
Cc1cc(=O)[nH]c(-n2nc(-c3cccs3)cc2NC(=O)c2ccc(F)cc2)n1	-8	-2	/
CCOC(=O)N1CCCC(C(=O)N2CCN(C)c3nc4ccccc4nc32)C1 (stereo not drawn)	0	15	/
CCc1nnc(NC(=O)C=Cc2cc(OC)cc(OC)c2)s1	-8	20	/
CCNC(=O)C1CN(c2cc(Cl)nc(N)n2)C1	-9	5	/

Other records.
SMILES	hcGAS inh	NPYLR7 agonist	mcGAS inh
CCCc1cnc(C)nc1-c1cccc(NC(C)=O)c1	-6	-4	-11
CCn1c(CNC(=O)C23CC4CC(CC(C4)C2)C3)n[nH]c1=S	-15	-3	/
COc1ccc(Cn2c(C)cc(O)c(C(c3ccncc3)N3CCN(CCO)CC3)c2=O)cc1 (stereo not drawn)	-9	13	/
O=C(Nc1cccc(Cl)c1)C1COc2ccccc2O1 (stereo not drawn)	-2	-1	/
Cc1cccc(Cn2cnc3c(nnn3-c3ccc(C)c(C)c3)c2=O)c1	-10	-1	-9
CCCCC(=O)Nc1c(-c2ccc(OC)c(OC)c2)nc2ccccn12	-8	8	-12
Cc1c(C)c(C(=O)NCc2ccc3c(c2)OCO3)n(Cc2cccc(C(F)(F)F)c2)c1C	-6	3	-6
O=C(CCC1CCN(C(=O)C2CCCO2)CC1)Nc1ccc(F)c(Cl)c1 (stereo not drawn)	-10	0	-8
CSc1nc(NC(C)C)c2cnn(CCNC(=O)COc3ccc(C(C)C)cc3)c2n1	-6	/	-6
O=C(Nc1ccc(OCc2ccccc2)nc1)NC1CCCNC1=O (stereo not drawn)	-7	17	-16
COc1ccc(OCc2cc(C(=O)N3CCOCC3)no2)c2ccccc12	6	0	/
Cc1ccc(-n2nnc3c(=O)n(Cc4c(F)cccc4Cl)cnc32)cc1	-2	8	/
Cc1cc(O)c(C(c2ccncc2)N2CCC(Cc3ccccc3)CC2)c(=O)n1Cc1ccccn1 (stereo not drawn)	1	22	/
Cc1cccc(NC(=O)CSc2nnc(NCC3CCCO3)s2)c1 (stereo not drawn)	-3	1	-5
COc1ccccc1-n1c(Cc2ccccc2)nnc1SCc1ccc(C(=O)NCc2cccc(C(F)(F)F)c2)cc1	6	-1	2
Cc1ccccc1Cn1c(C)c(C(=O)NCc2ccc3c(c2)OCO3)sc1=O	5	9	/
O=C(Nc1ccccc1)N1CCN(S(=O)(=O)c2ccc(Cl)cc2)CC1	-4	2	/
CCn1cc(CN2CCC(n3nccc3NC(=O)C3CCCC3)CC2)c(C)n1	-8&4	14&-5	/
CCCCCNc1ncnc2sc3c(c12)CCCC3	-6	9	/
O=C(CSc1nnc(Nc2ccc(F)cc2)s1)N1CCNC1=O	-8	10	/

Looked up by compound from the entries so far, 7 records:
SMILES	hcGAS inh	NPYLR7 agonist	mcGAS inh
COc1ccc(OCc2cc(C(=O)N3CCOCC3)no2)c2ccccc12	6	0	/
COc1ccccc1-n1c(Cc2ccccc2)nnc1SCc1ccc(C(=O)NCc2cccc(C(F)(F)F)c2)cc1	6	-1	2
Cc1ccc(-n2nnc3c(=O)n(Cc4c(F)cccc4Cl)cnc32)cc1	-2	8	/
CCn1cc(CN2CCC(n3nccc3NC(=O)C3CCCC3)CC2)c(C)n1	-8&4	14&-5	/
O=C(CSc1nnc(Nc2ccc(F)cc2)s1)N1CCNC1=O	-8	10	/
Cc1cc(O)c(C(c2ccncc2)N2CCC(Cc3ccccc3)CC2)c(=O)n1Cc1ccccn1 (stereo not drawn)	1	22	/
O=C(Nc1ccccc1)N1CCN(S(=O)(=O)c2ccc(Cl)cc2)CC1	-4	2	/

New compounds follow
SMILES	hcGAS inh	NPYLR7 agonist	mcGAS inh
CSc1ccc(Cn2c(C)c(C(=O)NCCC#N)sc2=O)cc1	-4	8	/
CCOc1ccccc1NC(=O)N(CC(=O)N(CCc1ccc(OC)c(OC)c1)Cc1ccco1)C(C)C	-4	/	-4
CC(C)Oc1ccc(C(O)=C2C(=O)C(=O)N(CCN3CCOCC3)C2c2ccncc2)cc1 (stereo not drawn)	-5	11	-7
CCCSc1ncccc1C(=O)N1CCc2ccccc2C1	-2	-8	-7
Cc1ccccc1CCC1CCCN(C(=O)c2cnc3cc(=O)[nH]n3c2C)C1 (stereo not drawn)	-6	5	/
Cc1[nH]n(-c2nc(-c3ccccc3)cs2)c(=O)c1N=Nc1cc(C(F)(F)F)ccc1Cl	5	-4	-3
CCn1nnc2c(Nc3ccc(OC)c(OC)c3)ncnc21	1	-5	-2
CO/N=C(/C(=O)N1CCC(O)(Cc2ccccc2)CC1)c1csc(NC=O)n1	-5	-8	-3
N#CCSc1cn(CC(=O)N2CCCCC2)c2ccccc12	1	-6	-2
CCc1cc(N2CCCC2)nc(SCc2ccc(C(=O)N3CCN(C(C)=O)CC3)cc2)n1	-7	4	-5
O=S1(=O)N=C(N/N=C\c2ccccc2O)c2ccccc21	5	7	-8
COC(=O)c1ccc2oc(=O)n(C3CCN(C(=O)c4oc5ccccc5c4C)CC3)c2c1	-1	23	-6
Cc1cc(OCc2ccon2)c(C(C)C)cc1-n1cnnn1	-11	-1	-5
CCCCN(Cc1ccco1)C(=O)c1cnc(CC)nc1	-6	-1	-11
O=C(COc1ccc2c(c1)CCC2)N1CCN(S(=O)(=O)Cc2ccccc2)CC1	-7	-8	-6
CC(C)(CCC#N)CNC1CCN(c2ncccc2Cl)C1 (stereo not drawn)	-17	-1	/
CCN1CCCC1CNC(=O)CCC1CCN(Cc2cnn(CC)c2)CC1 (stereo not drawn)	-7	10	/
COc1ccc(OC)c(C2c3cccn3CCN2C(=O)Nc2cccs2)c1 (stereo not drawn)	-4	11	/
CC(C)Nc1ccc(Cl)cc1	-10	-3	/
O=S1(=O)c2cccc3cccc(c23)N1Cc1ccc(-c2nn[nH]n2)cc1	11	-1	/
Cc1cnn(Cc2ccc(Cl)cc2)c1NC(=O)c1ccnn1C(F)F	-6	6	-15
CCC1(C)Cc2c(c(N3CCOCC3)[nH]c(=S)c2C#N)CO1 (stereo not drawn)	4	-4	1
CN1CCN(C(CNS(=O)(=O)c2ccccc2Cl)c2cccn2C)CC1 (stereo not drawn)	3	11	/
CCN(Cc1ccc(N(C)C)cc1)CC(O)CO (stereo not drawn)	-13	-3	/
COc1ccc2c(c1)CCCC21NC(=O)N(CC(O)COc2cccc(C)c2)C1=O (stereo not drawn)	-7	-3	/
COCc1nnc(C(=O)N2CCCC3(CCN(C)C3)C2)o1 (stereo not drawn)	-9	/	-6
CCOC(=O)c1cc2c3ccccc3n(C)c2nc1N1CC(C)OC(C)C1 (stereo not drawn)	-5	-3	/
NC(=O)c1ccccc1NC(=O)CN1CCN(CCc2ccccc2)CC1	-14	1	/
COCCOCC(=O)N1CCN(C(c2ccc(F)cc2)c2ccc(F)cc2)CC1	0	-3	4
CC(CC(=O)NC(C)c1ncn[nH]1)c1ccccc1F (stereo not drawn)	-12	5	/
Cc1ccc(-n2c(SCc3ccccc3C)nnc2C(C)NC(=O)Nc2c(C(C)C)cccc2C(C)C)cc1 (stereo not drawn)	-5	27	-5
CCSc1ncccc1C(=O)N1CCN(c2ccc(NC(=O)c3ccco3)cn2)CC1	-2	3	-5
CCCN(C)c1nc(SCc2ccc(C(=O)NCCN3CCOCC3)cc2)nc(C)c1C	-1	-10	-4
CCc1nc2c(OCCn3cccc3)cccn2c1N(C=O)CC(=O)N(C)C	-3	10	-2
CCCn1c(SCCC(=O)O)nc2ccccc21	-3	-11	-7
O=C(NC(c1ccccc1)c1cccs1)C12CC3CC(CC(Cl)(C3)C1)C2 (stereo not drawn)	-11	0	/
CCCCC(O)CN(Cc1c(C)nn(-c2ccccc2)c1Oc1ccccc1Cl)CC1CCCO1 (stereo not drawn)	-5	19	-6
c1ccc(N2CCCN(Cc3ccc(-n4ccnc4)cc3)CC2)cc1	-3	1	-17
CCc1nc2c(OCCc3cccc(OC)c3)cccn2c1N(C=O)CC(=O)N(C)C	-5	9	-4
CCOC(=O)C1(Cc2cccc(OC)c2)CCCN(Cc2cccc3c2OCO3)C1 (stereo not drawn)	5	-8	/
CCOC(=O)c1c(C)n(CC)c2c1cc(O)c1ccccc12	-6	0	-7
Cn1ccnc1CN1CCC(c2cc(Cc3ccccc3)[nH]n2)CC1	-5	-2	/
Cc1cc(C)nc(NC(=O)c2ccc(C3CCCN3C3CCOCC3)s2)c1 (stereo not drawn)	-10	1	/
O=C(CSc1nc2c(c(=O)n1-c1ccccc1)SCC2)Nc1ccc([N+](=O)[O-])cc1	-2	4	/
COc1ccc(C)cc1-n1cc(C(=O)O)ccc1=O	-6	-6	-14
C=CCNC(CC(=O)Nc1ccc(C)cc1C)C(=O)O (stereo not drawn)	-2	-1	/
CC(=O)NC(C)C1CC2CCC1C2 (stereo not drawn)	-5	3	-2
COc1ccc(OC)c(C2CC(c3ccccc3)=NN2C(=O)CN2CCc3ccccc3C2)c1 (stereo not drawn)	-7	-6	-6
CCOc1ccc(OCC)c(CC(C#N)C(=O)OC)c1 (stereo not drawn)	-6	-1	/
COc1ccc2nc(N(CCCN(C)C)C(=O)c3cc(C)n(C)n3)sc2c1	6	12	-1

The listing continues.
SMILES	hcGAS inh	NPYLR7 agonist	mcGAS inh
Cc1ccc(OCc2nc3ccccc3c3ccccc23)c([N+](=O)[O-])n1	-7	0	/
Cn1nnc2c(Nc3ccc(Br)cc3)ncnc21	-8	11	/
CC1(C(=O)NCCC#N)CCN1C(=O)c1ccccc1CCc1ccccc1 (stereo not drawn)	-10	15	-4
Cc1ccc(S(=O)(=O)NCC(c2ccc3c(c2)CCN3C)N2CCN(C)CC2)s1 (stereo not drawn)	-2	-4	-7
c1ccc(COc2ccccc2CN2CCC3(CCNCC3)C2)cc1	0	13	-9
CCn1c(=O)c2c(nc3n2CCCN3c2cc(C)cc(C)c2)n(C)c1=O	-7	/	-9
COCCn1cc(NC(=O)N2CCC(C)CC2)c2ccccc21	-9	11	/
COc1ccccc1Cn1c(C(=O)N2CCN(C(=O)C(Cl)c3ccccc3)C(C)C2)cc2ccsc21 (stereo not drawn)	-9	-2	-2
COCCCN(CC(=O)NCC(=O)Nc1ccc(C)cc1)C(=O)c1cccc([N+](=O)[O-])c1	-8	2	-3
C=C(C)COc1cccc(C(=O)N2CCCn3cncc3C2)c1	-4	-4	/
CC(C)CC(=O)Nn1cnc2c(cnn2C(C)(C)C)c1=O	-13	2	/
Cc1ccc(NC2(C(=O)N(C)Cc3nc4ccccc4[nH]3)CCCC2)cc1	-4	21	-6
COc1ccc(CCN(C)c2cc(-c3ccccc3)nc(SCc3cccc(C(=O)NC4CC4)c3)n2)cc1OC	8	-11	0
COCCCN(Cc1csc(COc2ccccc2C)n1)C(=O)c1ccccc1C	-1	-2	-2
CCN1CCCC1CN(CC1CCN(CCOC)CC1)C(=O)c1ccc2cc[nH]c2c1 (stereo not drawn)	-4	16	/
COc1ccc(CCN(Cc2cccs2)C(=O)CN(C(=O)Nc2c(C(C)C)cccc2C(C)C)C2CC2)cc1OC	0	8	-3

An unsorted share of the library. About 0.27% of those tested had a hit in this group.
